Screening results: PubChem, several laboratories
HCV core dimer – blocks dimerization of HCV core protein; TR-FRET GST/Flag-core106 dimerization, 1536-well; inhibition, % at 5 µM; 300,000 compounds, 0.33% hits; AID 1899;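 active means inhibition above the mean of all tested compounds plus 3 SD, set per screening campaign, cut at about 45% in these data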
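Test system: GST/Flag-tagged HCV core106 proteins; Medium: KF-containing HEPES buffer, pH 7.45, DTT, CHAPS, BSA; Times: compound-protein-antibody incubation 4 h at 22.5 °C; Detection: TR-FRET 671 and 617 nm emission; Benchmarks: wells lacking GST-core106 and wells with excess unlabelled core106.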
CTSL1 counter – blocks F. hepatica cathepsin L1 in PFM18AAP counter-screen. recombinant F. hepatica cathepsin L1, Z-Leu-Arg-MCA fluorescence. inhibition, % at 5.96 µM. 300,000 compounds, 0.49% hits;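 active means inhibition above the mean of all tested compounds plus 3 SD, set per screening campaign, cut at about 17% in these data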;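 further: 0% = plate median of test compound wells and 100% = 1 µM Z-Phe-Ala-diazomethylketone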
Yeast superoxide – caloric restriction mimetics inhibiting age-related superoxide in yeast; S. cerevisiae aged cells, superoxide DHE fluorescence; stronger effect = lower value; superoxide response (% of plate mean), % at 10 µM; 330,000 compounds, 0.18% hits; AID 2690;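 active means superoxide response under a set limit, about three screen SD below normal, cut at about 65% in these data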;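 further: yeast aged for seven days with compound at 30 °C before DHE staining; 100% = average MFI of all compound-treated wells on the plate with controls excluded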
TPT1 inhibitor – C. albicans TPT1 enzyme inhibition; 300,000 compounds, 0.81% hits; recombinant caTPT1, FP RNA substrate dephosphorylation; inhibition, % at 5 µM;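 active means inhibition above the mean of all tested compounds plus 3 SD, set per screening campaign, cut at about 24% in these data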;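 further: plate controls were DMSO alone for no effect and ferristatin control at 100 nM for full effect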
ZTA counter – blocks Epstein-Barr virus ZTA, an EBNA-1 counter-screen; P03206; ZTA-DNA binding, fluorescence polarization; inhibition, % at 11 µM; 320,000 compounds, 0.15% hits; AID 2234; in the data active means inhibition above about 33%
Target sequence (P03206 whole entry, looked up): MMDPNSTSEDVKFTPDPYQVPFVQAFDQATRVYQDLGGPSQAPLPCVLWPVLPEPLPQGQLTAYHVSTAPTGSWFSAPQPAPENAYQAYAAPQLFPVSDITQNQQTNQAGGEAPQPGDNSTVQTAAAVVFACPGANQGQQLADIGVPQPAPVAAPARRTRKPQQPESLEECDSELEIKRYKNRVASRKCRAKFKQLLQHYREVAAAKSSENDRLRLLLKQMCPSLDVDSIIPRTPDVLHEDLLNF
EBNA-1 inh – blocks EBNA-1 binding to DNA. AID 1950. 300,000 compounds, 0.34% hits. inhibition, % at 14.8 µM. EBNA-1 DNA binding, fluorescence polarization; in the data active means inhibition above about 28%
PP1 inh – PP1-alpha (human) inhibition in PP5 counter-screen; P62136; purified PP1alpha, OMFP fluorescence; inhibition, % at 6.7 µM; 320,000 compounds, 0.9% hits;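 active means inhibition above the mean inhibition of all tested compounds plus 3 SD, computed separately for each screening campaign, cut at about 15% in these data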
PP5 inh – PP5 (human) phosphatase inhibition; P53041; purified PP5c, OMFP substrate fluorescence; inhibition, % at 6.7 µM; 320,000 compounds, 0.18% hits; AID 1987;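 active means inhibition above the campaign's mean inhibition across all tested compounds plus 3 SD, cut at about 9.5% in these data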;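 further: 0% = DMSO only and 100% = 100 µM cantharidin control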
Target sequence (P53041 whole entry, looked up): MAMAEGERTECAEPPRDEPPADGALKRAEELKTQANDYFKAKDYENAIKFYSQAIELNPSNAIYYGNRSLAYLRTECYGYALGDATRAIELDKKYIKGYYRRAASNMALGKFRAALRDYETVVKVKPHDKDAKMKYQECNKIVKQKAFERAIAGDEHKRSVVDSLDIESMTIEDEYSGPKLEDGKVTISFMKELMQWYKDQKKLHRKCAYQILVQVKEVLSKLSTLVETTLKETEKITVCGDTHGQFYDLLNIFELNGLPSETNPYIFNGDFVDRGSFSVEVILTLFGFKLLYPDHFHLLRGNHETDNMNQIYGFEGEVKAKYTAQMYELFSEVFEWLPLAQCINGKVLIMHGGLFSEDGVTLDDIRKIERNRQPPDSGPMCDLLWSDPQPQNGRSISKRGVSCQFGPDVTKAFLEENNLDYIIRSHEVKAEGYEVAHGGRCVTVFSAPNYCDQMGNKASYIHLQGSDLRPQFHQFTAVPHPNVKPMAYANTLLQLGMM
GASC-1 inh – inhibitors of human GASC-1 (JMJD2C) demethylase; Q9H3R0; GST-JMJD2C(1-420) H3K9me3 demethylation, DELFIA europium; inhibition, % at 2.35 µM; 330,000 compounds, 0.069% hits;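 active means more than half of a compound's replicate wells show inhibition beyond 50%, single wells judged on their own value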;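 further: signal counts dimethyl H3K9 product captured on neutravidin plate; 0% = median of DMSO wells and 100% = 0.3 times that DMSO median; strong numbers were not always called active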
* hit, by the source's call; / = not tested or not shown; & = joins results of further samples. Rows were taken by chance. Share with any hit: about 3.1%.

#	canonical_smiles	HCV core dimer	CTSL1 counter	Yeast superoxide	TPT1 inhibitor	ZTA counter	EBNA-1 inh	PP1 inh	PP5 inh	GASC-1 inh
1	CCCCOc1c(Cl)cc(CNC(C)(C)CO)cc1OCC	-5	7	110	4	-7	-8	-3	0.4	17
2	COc1ccc(-c2csc3ncnc(N4CCN(c5ccccc5O)CC4)c23)cc1	12	1	91	5	0	-13	6	5.6	0
3	COc1cc2c(cc1OC)CN(c1ccc(C(N)=O)cc1[N+](=O)[O-])CC2	-1	-1	110	-7	6	2	2	0.1	-23
4	CC(C)CCNC(=O)NC(=O)CSc1ncccn1	-1	7	102	1	0	-5	7	-1.3	-3
5	Cc1cc(C)cc(C(=O)Oc2coc(CSc3nnc(NC(=O)C4CC4)s3)cc2=O)c1	-3	-3	106	-2	-2	-3	3	1.3	7
6	COC(=O)CCc1sc(Nc2ccc(Br)cc2)nc1-c1ccc(OC)cc1	-5	3	84	-2	-11	-5	1	4.6	-1
7	Cc1ccc(NC(=S)NCCN(C2CCCCC2)C2CCCC2)cc1C	-2	2	89	-3	-28	-2	5	3.2	0
8	COc1cc(C(=O)N2CCN(C3CCC(C)CC3)CC2)cc(OC)c1OC (configuration not stated)	-8	1	84	4	0	-1	0	-0.5	-1
9	CCCc1cc(=O)oc2c(C)c(OCC(=O)NCCCn3ccnc3)ccc12	-4	-4	88	3	-3	-10	0	1.1	6
10	COc1ccc(C(=O)N2CC3(C)C4CCC3(C)C2(C#N)C4)cc1OC (configuration not stated)	6	3	96	3	26	1	0	0.0	10
11	CC(=O)N1c2ccc(S(=O)(=O)N3CCC(C(=O)N4CCN(c5cccc(C(F)(F)F)c5)CC4)CC3)cc2CC1C (configuration not stated)	15	5	90	2	5	-5	2	0.3	-6
12	Cc1ccc2c(c1)NCCO2	2	-1	125	-1	17	4	2	0.6	-3
13	Cn1c(=O)c2cc(S(=O)(=O)NC(C(=O)Nc3cccc(F)c3)c3ccccc3)ccc2n(C)c1=O (configuration not stated)	2	-2	99	0	-5	-6	-1	2.0	3
14	CC(=O)Nc1ccc(S(=O)(=O)NCCC(=O)Nc2ccc(C)c(Cl)c2)cc1	-4	2	101	1	8	-6	1	-0.6	-33
15	CCc1nn(CCCC(=O)NCc2cc(Br)ccc2OC)c(=O)c2cc3occc3n12	17	1	134	-3	6	-4	-1	-0.5	3
16	Cc1nn(C)cc1/C=C/C(=O)c1ccc(O)cc1	1	3	95	0	9	8	-2	1.4	-3
17	CCN(C(=O)COC(=O)COc1ccc(Cl)c(C)c1)C1CCS(=O)(=O)C1 (configuration not stated)	/	/	113	/	3	/	1	2.7	2
18	COc1ccc(CCN(Cc2cc3cc(C)cc(C)c3nc2Cl)C(=O)C2CC2)cc1	7	-1	114	-3	10	-4	-1	3.4	-31
19	CC(C)CCNC(=S)Nc1ccc2nc3n(c(=O)c2c1)CCCCC3	5	2	102	1	-9	7	-2	0.2	7
20	Nn1c(Cc2ccccc2)nc2cc(Cl)ccc2c1=O	3	2	107	4	11	-3	0	4.5	-16
21	COc1ccc(S(=O)(=O)NCC(=O)N(CC(=O)NCC2CCCO2)c2ccccc2C)cc1 (configuration not stated)	1	-1	99	3	7	-3	-1	0.1	-18&-21
22	Cc1ccc(OCC(=O)NCC(=O)Nc2ccc(F)c(F)c2F)c([N+](=O)[O-])n1	-3	2	80	-3	13	-3	-2	-1.2	1
23	CCOC(=O)N1CCN(c2nnc(-c3ccccc3)c3ccccc23)CC1	0	4	88	-2	-3	7	1	-1.8	-1
24	O=C1NCCCC1C(=O)Nc1ccccc1C(F)(F)F (configuration not stated)	-1	-2	78	-3	-11	2	5	2.1	0
25	O=C(Nc1cccc(C(F)(F)F)c1)c1cccnc1NCCc1ccccc1	-5	1	90	-3	-3	-2	0	6.3	6
26	COc1ccc(-n2nc(C(=O)NCC(=O)NCCCN3CCOCC3)c3ccccc3c2=O)cc1	-3	-2	100	1	4	-12	0	0.7	2
27	COc1cc(C(=S)N2CCOCC2)ccc1OC(=O)c1cc([N+](=O)[O-])cc([N+](=O)[O-])c1	0	0	102	-4	5	-2	0	2.5	11
28	CSc1ncccc1C(=O)OCc1cccc([N+](=O)[O-])c1	0	1	89	0	-3	5	-1	2.5	-3
29	CC1Oc2ccccc2C=C1C1/C(=C(/O)c2ccccc2)C(=O)C(=O)N1CCCN(C)C (configuration not stated)	-1	6	104	0	-10	0	0	0.4	-4
30	COc1cc(OC)cc(C(=O)Nc2ccccc2C(=O)N2CCCC2)c1	0	1	112	3	12	-5	3	0.6	4
31	O=C(C1CCCN(S(=O)(=O)c2ccc(Br)cc2)C1)N1CCN(Cc2ccccc2)CC1 (configuration not stated)	1	-1	85	-4	-12	-4	5	3.3	5
32	O=[N+]([O-])c1ccc(NC(=S)NCC(c2cccnc2)N2CCOCC2)cc1 (configuration not stated)	8	1	98	-2	20	13	-5	0.8	7
33	O=C(NC1(C(F)(F)F)C(=O)Nc2c1c(=O)[nH]c(=O)n2Cc1ccccc1)c1ccc(Cl)cc1Cl (configuration not stated)	2	0	100	2	19	-3	-5	2.4	8
34	Cc1cccc(N2CCN(C(=O)c3cccs3)CC2)c1C	12	4	108	-1	3	1	-2	-3.3	4
35	CC1(c2ccccc2)NC(=S)N2C1NC(=S)N2c1ccccc1 (configuration not stated)	-3	2	92	0	-1	11	0	-0.3	8
36	CCN(CC(=O)Nc1c(F)cccc1F)C(=O)c1ccc(COc2ccccc2)o1	-2	5	102	0	8	-1	-5	-0.7	-2
37	O=c1[nH][nH]c(-c2ccccc2)c1C=Nc1ccc(Cl)cc1	0	0	102	0	2	-6	2	2.0	-4
38	CCOc1ccc(CNc2nc3ccccc3n2CCN2CCOCC2)cc1	0	-2	94	0	13	3	-1	-2.0	0
39	Nn1c(SCC(=O)Nc2ccc(OC(F)F)cc2)nnc(Cc2ccccc2)c1=O	-2	1	97	-1	-11	-1	1	1.1	115
40	CCOC(=O)N1CCN(Cc2nc3cc(NC(=O)c4ccco4)ccc3n2CC)CC1	-2	5	101	2	-6	3	0	0.0	3

A draw from above in order of SMILES length, ascending.
#	canonical_smiles	HCV core dimer	CTSL1 counter	Yeast superoxide	TPT1 inhibitor	ZTA counter	EBNA-1 inh	PP1 inh	PP5 inh	GASC-1 inh
4	CC(C)CCNC(=O)NC(=O)CSc1ncccn1	-1	7	102	1	0	-5	7	-1.3	-3
34	Cc1cccc(N2CCN(C(=O)c3cccs3)CC2)c1C	12	4	108	-1	3	1	-2	-3.3	4
37	O=c1[nH][nH]c(-c2ccccc2)c1C=Nc1ccc(Cl)cc1	0	0	102	0	2	-6	2	2.0	-4
25	O=C(Nc1cccc(C(F)(F)F)c1)c1cccnc1NCCc1ccccc1	-5	1	90	-3	-3	-2	0	6.3	6
39	Nn1c(SCC(=O)Nc2ccc(OC(F)F)cc2)nnc(Cc2ccccc2)c1=O	-2	1	97	-1	-11	-1	1	1.1	115
17	CCN(C(=O)COC(=O)COc1ccc(Cl)c(C)c1)C1CCS(=O)(=O)C1 (configuration not stated)	/	/	113	/	3	/	1	2.7	2
3	COc1cc2c(cc1OC)CN(c1ccc(C(N)=O)cc1[N+](=O)[O-])CC2	-1	-1	110	-7	6	2	2	0.1	-23
5	Cc1cc(C)cc(C(=O)Oc2coc(CSc3nnc(NC(=O)C4CC4)s3)cc2=O)c1	-3	-3	106	-2	-2	-3	3	1.3	7
31	O=C(C1CCCN(S(=O)(=O)c2ccc(Br)cc2)C1)N1CCN(Cc2ccccc2)CC1 (configuration not stated)	1	-1	85	-4	-12	-4	5	3.3	5
33	O=C(NC1(C(F)(F)F)C(=O)Nc2c1c(=O)[nH]c(=O)n2Cc1ccccc1)c1ccc(Cl)cc1Cl (configuration not stated)	2	0	100	2	19	-3	-5	2.4	8
11	CC(=O)N1c2ccc(S(=O)(=O)N3CCC(C(=O)N4CCN(c5cccc(C(F)(F)F)c5)CC4)CC3)cc2CC1C (configuration not stated)	15	5	90	2	5	-5	2	0.3	-6

(next part)
#	canonical_smiles	HCV core dimer	CTSL1 counter	Yeast superoxide	TPT1 inhibitor	ZTA counter	EBNA-1 inh	PP1 inh	PP5 inh	GASC-1 inh
41	Cc1ccc([C@@H]2CC=C(C(=O)O)CN2S(=O)(=O)c2ccc(C)cc2)cc1	4	-4	99	-2	-4	3	1	0.0	-10
42	COCCN(C(=O)C1CC1)c1nnc(-c2ccc(C)cc2)s1	-3	4	100	4	-2	-7	-3	0.9	-9
43	CCn1c(C)nc2cc(C(=O)N/N=C/c3cccc(OC)c3O)ccc21	-3	1	74	-3	9	-4	2	2.2	-1
44	CC(=O)N1CCN(S(=O)(=O)c2cccc(C(=O)NC3CCCC3)c2)CC1	/	/	111	/	4	/	-3	1.6	5
45	Cc1ccc(O)c(N)c1	/	/	113	/	-1	/	-4	1.1	3
46	COc1ccc(/C=C(/C#N)C(=O)Nc2ccccc2C)cc1C(=O)O	5	-2	115	-3	5	-1	-8	0.1	0
47	CCOC(=O)c1[nH]c2ccccc2c1NC(=O)CC(C)C	-9	0	93	2	0	13	-3	-1.4	1&-6
48	CCn1ncc(/C=C/C(=O)NCc2cnn(C)c2C)c1C	-3	3	109	1	6	5	-3	-2.1	-33
49	Cc1cc(C)c(NC(=O)c2ccoc2C)c(C)c1	-4	-2	103	0	7	-5	3	3.6	-9
50	Oc1ccc(-c2nc3ccccc3s2)c(O)c1	3	-1	90	3	6	-3	-2	8.1	7
51	CCCC(=O)Nc1ccc(Cl)c(NC(=S)NC(=O)c2cc3ccccc3o2)c1	6	4	102	0	-5	-1	-3	-2.8	2
52	CCC(CC)C(=O)Nc1cccc(/C(C)=N/NC(=O)c2ccccc2Cl)c1	-7	3	97	-2	11	15	-1	0.6	0
53	O=C1Nc2cc(C(=O)N3CCOCC3)ccc2S/C1=C\c1ccccc1	-4	3	82	-3	1	7	-1	-0.5	-9
